NPYLR7 ag: mosquito NPYLR7 agonism. HEK293T NPYLR7/Galpha15, GCaMP6s calcium fluorescence. activation, % at 10 µM. hit rate 0.15% among 270,000. AID 1259423; in the data active = activation above about 40%;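 also: 0% = vehicle and 100% = reference agonist at the receptor; some compounds past the cut are filed as inactive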
hcGAS lum: human cGAS inhibition | recombinant h-cGAS, ATP depletion, Kinase-Glo luminescence | inhibition, % at 12.5 µM | hit rate 0.081% among 290,000 | AID 1259398;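 also: 0% = vehicle reaction and 100% = reaction without DNA for no activity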
Target sequence (Q8N884 whole entry, looked up): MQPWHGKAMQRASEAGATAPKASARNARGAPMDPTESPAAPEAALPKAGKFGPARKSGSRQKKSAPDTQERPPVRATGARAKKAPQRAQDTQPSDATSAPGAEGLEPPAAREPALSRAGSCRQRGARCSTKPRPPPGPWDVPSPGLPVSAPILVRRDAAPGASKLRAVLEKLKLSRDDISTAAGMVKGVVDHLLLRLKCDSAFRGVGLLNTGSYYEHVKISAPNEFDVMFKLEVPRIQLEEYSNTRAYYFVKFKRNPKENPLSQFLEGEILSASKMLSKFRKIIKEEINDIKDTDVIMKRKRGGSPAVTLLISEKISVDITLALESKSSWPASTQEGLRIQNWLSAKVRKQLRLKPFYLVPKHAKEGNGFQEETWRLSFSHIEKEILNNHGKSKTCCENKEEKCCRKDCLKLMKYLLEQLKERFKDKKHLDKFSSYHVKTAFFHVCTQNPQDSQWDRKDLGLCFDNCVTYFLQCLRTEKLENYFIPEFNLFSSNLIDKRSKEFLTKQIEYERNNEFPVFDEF
mcGAS inh: blocks mouse cGAS activity; AID 1259399; hit rate 0.15% among 160,000; recombinant cGAS, Kinase-Glo ATP depletion luminescence; inhibition, % at 12.5 µM;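 also: 0% = negative control wells and 100% = reference inhibitor with no enzyme activity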
* = called active by the depositor; x = not tested or not shown; & = joins results of further samples. Rule as the data show it, unless noted: active = inhibition above about 40%; inactive = the rest.

SMILES | NPYLR7 ag | hcGAS lum | mcGAS inh
CCOC(=O)C1CCN(C(=O)c2ccc(-n3nc(C)c(CC)c3C)cc2)CC1 | -7 | -4 | -6
O=C(NC1CCCCC1)NC1(CO)CCCC1 | 2 | -9 | x
CC(C)(C)CNC1CCC(C(=O)N2CCSCC2)CC1 (stereo not drawn) | -6 | -3 | -6
Cc1ccc(S(=O)(=O)C2(C(=O)N3CCNC(=O)C3)CCCC2)cc1C | -12 | -5 | x
CNC=CC(=O)C(F)(F)F | 0 | -8 | x
COCCCNC(=O)NC(=O)CCl | -8 | -3 | -2
CC(=O)N1CCCn2nc(C(=O)NC(c3ccccc3)c3ccco3)cc2C1 (stereo not drawn) | 4 | -3 | -16
O=C(NC(c1ccccc1)c1ccncc1)c1ccc(F)cc1Cl (stereo not drawn) | 7 | -5 | x
COc1ccc2oc(=Nc3cccc(C#N)c3)c(-c3nc4ccccc4[nH]3)cc2c1 | -5 | -1 | -1
CC1CCN(C(=O)CNC(C)(C)c2ccccc2)c2ccccc2S1 (stereo not drawn) | -19 | -11 | x
COc1ccccc1C(C)N(C)Cc1nc(Cc2cccc(F)c2)no1 (stereo not drawn) | 3 | -5 | x
CN(CC1CCCCO1)C(=O)c1ccc(CN2CCCC2)o1 (stereo not drawn) | -3 | 3 | 1
O=C(Nc1ccc(C(=O)N2CCOCC2)cc1)C1C2CC3OC(=O)C1C3C2 (stereo not drawn) | 3 | -8 | x
CCOC(=O)c1nn(-c2ccccc2C)c(=O)cc1NC(=O)c1ccc(C)cc1 | x | -1 | -5
COc1ccc2nc(-c3ccc(OC)c(NS(=O)(=O)c4cccc(C)c4)c3)cn2n1 | -4 | 2 | -6
C=C(C)CN(CC)S(=O)(=O)c1ccc2[nH]cc(C(=O)O)c(=O)c2c1 | 1 | -2 | -6
CC1(C(=O)NS(=O)(=O)Cc2ccccc2)CCN1C(=O)Cc1ccccc1 (stereo not drawn) | 0 | -1 | x
CC1CCCCN1C(=O)CNc1ccc(Cl)c(C(=O)N(C)C)c1 (stereo not drawn) | -8 | -9 | -15
CCO[C@H]1COC[C@@H]1NC(=O)c1sc(OC)nc1C | 2 | -4 | x
CC(=O)c1c(C)cc(C)c(Cn2cnc3sccc3c2=O)c1C | 8 | -5 | x
Cc1ccc(C(=O)N2CCCC(c3[nH]ncc3Cc3ccccc3)C2)c(=O)[nH]1 (stereo not drawn) | 2 | -3 | x
COc1ccc(N2CCN(C(=O)C3CCCCC3C(=O)NCCC(c3ccccc3)c3ccccc3)CC2)cc1 (stereo not drawn) | -7 | -7 | x
COc1ccc(-n2nnc3c(SCc4ccccc4F)ncnc32)cc1 | 12 | -7 | -9
O=C(NC1CCc2ccccc21)C1=COC2=NC(=O)N(Cc3ccccc3C(F)(F)F)CCN12 (stereo not drawn) | 1 | -5 | x
COCc1[nH]n2c(=O)c(Cl)c(C)nc2c1-c1ccc(Cl)cc1 | -17 | 0 | x

The list continues.
SMILES | NPYLR7 ag | hcGAS lum | mcGAS inh
FC(F)(F)c1ccc(-c2nc3ccc(Cl)cn3c2NCc2ccccc2)cc1 | 47* | -7 | -8
O=C(Nc1c(-c2ccc(F)cc2)nc2sccn12)c1ccco1 | 5 | -1 | -7
c1ccc(CCCc2nc(-c3ccccn3)no2)cc1 | -6 | -6 | x
Cc1cccc(Oc2cnn(-c3ccc(Cl)cc3)c(=O)c2Nc2ccc(C(=O)NCCc3ccccn3)cc2)c1 | 10 | -8 | -7
COc1ccc(Cc2noc(CS(=O)(=O)C3CCCC3)n2)cc1 | 3 | 5 | x
CNS(=O)(=O)c1ccc(CN(Cc2ccncc2)Cc2ccc(F)cc2)cc1 | -4 | -2 | x
CC(c1cccc(F)c1)S(=O)(=O)Cc1ccccc1 (stereo not drawn) | 21 | -7 | x
CCOC(=O)N1CCc2c(sc(NC(=O)C(C)C)c2-c2nc3ccccc3s2)C1 | 5 | -4 | x
CCc1ccc(NS(=O)(=O)c2cccnc2N2CCN(c3ccccn3)CC2)cc1 | -8 | 1 | x
Cc1ccc(C(=O)NC2CCCN(CCCc3ccccc3)C2)cn1 (stereo not drawn) | 4 | -4 | x
CCOc1ccc(N2CC(C)Cn3c2nc2c3c(=O)n(CC(=O)OC)c(=O)n2C)cc1 (stereo not drawn) | 2 | -10 | x
C=CCN1Cc2cc(F)ccc2NCCC1=O | 1 | 1 | -6
Cc1[nH]cnc1CN1CCC(Oc2ccc(C(=O)NC3CCCC3)cc2Cl)CC1 | 1 | -6 | x
CCc1nn2c(N3CCN(CCO)CC3)cc(C)nc2c1-c1ccccc1 | 4 | -10 | -6
CN1CCCCC1CCNC(=O)c1ccc(NCc2ccccn2)nc1 (stereo not drawn) | 4 | -7 | x
CCOC(=O)c1nn(-c2ccccc2F)c(=O)c2c(NC(=O)Cc3cccc(C)c3)scc12 | 5 | -3 | -7
COc1ccc(OC)c(/C=C/C(=O)NC(c2ccc3c(c2)OCCO3)C(C)C)c1 (stereo not drawn) | 1 | -12 | x
COc1ccc2c(c1)C(=O)N(C)C1(CCN(CC=C(C)C)CC1)N2 | 10 | -5 | x
Cc1ncccc1C(=O)N1CCc2c(c(C(=O)O)nn2C)C1 | 1 | -10 | x
CCN(C(=O)CN1CCC[C@H]1CO)C1CC1 | 18 | 6 | x
CSc1ccccc1C(=O)C1CCCN(Cc2cnc(-c3cccc(C)c3)nc2)C1 (stereo not drawn) | 17 | -9 | -11
CCOc1ccc(N2C(=O)CSC2c2cccc(NC(=O)c3ccc(C)c([N+](=O)[O-])c3)c2)cc1 (stereo not drawn) | -3 | 1 | 0
CCN(C(=O)c1nn(-c2ccccc2C)c(=O)cc1OC)c1ccccc1 | -6 | 7 | 4
O=C(Nc1ccc(-c2cscn2)cc1)C1CCCN(C2CCSCC2)C1 (stereo not drawn) | 4 | -5&-2 | x
COc1cccc(C(C2Sc3nc(-c4ccco4)nn3C2=O)N2CCCC(C)C2)c1 (stereo not drawn) | 2 | -2 | -5

Next results follow:
SMILES | NPYLR7 ag | hcGAS lum | mcGAS inh
N#CC(C#N)=NC1=C(N2CCCC2)CCC1 | 7 | 1 | x
Cc1nc(C)c(Cc2ccc(F)cc2)c(N2CCN(C(=O)c3cccc(Br)c3)CC2)n1 | 3 | -5 | -8
CN(C)C(=O)N1CCN(c2ccc(-c3noc(C(F)(F)F)n3)cn2)CC1 | -2 | 10 | x
O=C(NCCn1ncc2c(N3CCN(c4ccccc4)CC3)ncnc21)c1cc2ccccc2o1 | -1 | -8 | -6
O=C(NCc1ccccn1)c1ccc(C2CCCCC2)cc1 | 1 | -19 | x
O=[N+]([O-])c1ccc2c(c1)S(=O)(=O)N=C2Nc1ccc(Cl)cc1[N+](=O)[O-] | -15 | -6 | -7
O=C(Nc1ccc(F)cc1F)c1nnn(Cc2ccc(Cl)cc2)c1-n1cccc1 | -8 | -5 | -4
COc1ccnc(COC(=O)C(C)(C)c2cccs2)c1 | 1 | -3 | -10
CN(Cc1cn[nH]c1-c1ccc(F)cc1)CC1CC(=O)N(C2CCCC2)C1 (stereo not drawn) | 2 | -9 | x
CC[C@@]1([C@@H]2O[C@@H]([C@H]3O[C@@](O)(CO)[C@H](C)C[C@@H]3C)C[C@@H]2C)CC[C@H]([C@]2(C)CC[C@]3(C[C@H](O)[C@@H](C)[C@@H]([C@@H](C)[C@@H](OC)[C@H](C)C(=O)O)O3)O2)O1 | -1 | -7 | -5
Cc1cn2c3c(=O)n(CCc4ccccc4)c(=O)n(C)c3nc2n1Cc1ccccc1 | 0 | -8 | -9
CCOCCCNC(N)=S | 5 | -3 | x
CC(C)(CO)C(O)C(=O)NCCC(=O)NCCSSCCNC(=O)CCNC(=O)C(O)C(C)(C)CO (stereo not drawn) | -7 | -3 | x
CSc1cn[nH]c1NC(=O)c1ccc(C)c(F)c1 | 6 | -7 | x
Cc1ccc(C(=O)N2CCN(c3ccc(-n4nc(C)c(C)c4C)nn3)CC2)cc1 | -5 | -6 | -9
Cc1ccc(-c2cncc(CN(C)Cc3ccccc3)c2)cc1 | 6 | 0 | x
CCS(=O)(=O)Oc1cccc(CN(C(=O)c2ccc(F)cc2)C(C)C)c1 | 4 | -11 | -5
Fc1ccccc1CN(Cn1c(=S)nc2ncccn21)C1CC1 | 10 | -3 | x
COc1ccc(C(=O)Nc2c(N)nc(SCC(=O)NCC3CCCO3)[nH]c2=O)cc1 (stereo not drawn) | -2 | 9 | -2
COc1ccccc1C1CN(CC(=O)N[C@H]2CCCCNC2=O)Cc2ccccc2O1 (stereo partly drawn) | -5 | 4 | x
O=C1C(CCS(=O)c2ccccc2)C(=O)N(c2ccccc2)N1c1ccccc1 (stereo not drawn) | -11&-15&0 | -6&1&-4 | -4
O=C(N=Nc1c(O)[nH]c2ccc(F)cc12)c1ccncc1 | -1 | -6 | x
CC(=O)CC1(O)C(=O)N(CCC(C)C)c2ccc(C)cc21 (stereo not drawn) | -2 | -8 | x
CC1(C)CC(C(C#N)C#N)=CC(=NCCN=C2C=C(C(C#N)C#N)CC(C)(C)C2)C1 | -5 | -2 | x
N#Cc1c(N)sc2c1CCNC2 | 0 | 37 | -3

Additional structures:
SMILES | NPYLR7 ag | hcGAS lum | mcGAS inh
O=C(COCc1ccccc1)NCc1ccc(-c2ncc(-c3ccc(F)cc3)[nH]2)cc1 | 2 | -6 | -9
O=S(=O)(NCc1ccc(N2CCOCC2)nc1)c1cccc(Br)c1 | 9 | -5 | -7
CCN(CC)c1ccc2cc(C(=O)Nc3ccc(C#N)cc3)c(=O)oc2c1 | 4 | -6 | -9
O=C(NCCOc1ccc2nnc(-c3ccccc3)n2n1)Nc1cccc(C(F)(F)F)c1 | 0 | -7 | -7
Cc1ccc(CN(CCc2ccccc2)C(=O)CN(C(=O)NC(C)(C)C)C(C)C)o1 | 0 | -6 | -3
COc1ccc(Cl)cc1NC(=O)CCN1C(=O)c2ccccc2C1=O | -4 | -10 | -6
CCc1c(C)nn(-c2ccc(C(=O)NC(C)(C)CC)cc2)c1C | -3 | -7 | -4
COc1ccc(CCNC(=O)Cc2ccccc2OC(C)C)c(O)c1 | -2 | -3 | x
O=C(O)Cn1c(O)c(C=Nc2ccccc2)sc1=S | -9 | -3 | -4
COc1ccc(C(=O)C2CCCN(c3ncnc4[nH]ccc34)C2)c(OC)c1 (stereo not drawn) | 1 | -5 | -12
CC1(C(=O)NCc2ccccc2Br)CCN1C(=O)C1(c2ccc(Cl)cc2)CC1 (stereo not drawn) | -2 | 7 | -2
c1ccc(-c2nc(N3CCCC3)nc3ccccc23)cc1 | 2 | -3 | x
COc1ccccc1CCNc1nc2nonc2nc1NC1CC1 | -2 | -8 | x
O=C(Nc1cccnc1)c1cc(-c2ccc(Cl)c(Cl)c2)nc2ccccc12 | 4 | -2 | -5
CCc1nc2ccc(C(=O)Nc3cccc(OCC(=O)N(C)C)c3)cn2c1N(C)CCC(C)C | -6 | -4 | -2
NC(=O)c1ccccc1N=Cc1cc(Cl)cc(Cl)c1O | 11 | 1 | x
COCCCN(CC(=O)N(CCc1c[nH]c2ccccc12)Cc1ccccc1)C(=O)c1cccc(Br)c1 | 10 | -2 | -2
Cc1oc(-c2ccc3ccccc3c2)nc1CN1[C@@H]2CC[C@H]1CNC2 | x | -2 | -16
Cc1nc(C)c(Cc2ccccc2F)c(N2CCN(C(=O)COCc3ccccc3)CC2)n1 | -6 | -2 | 0
CCCC(=O)Nc1c(-c2ccccc2)c(=O)c(C)nn1-c1ccc(C)cc1 | 5 | -8 | x

An excerpt from above in order of heavy-atom count, smallest number first.
SMILES | NPYLR7 ag | hcGAS lum | mcGAS inh
N#Cc1c(N)sc2c1CCNC2 | 0 | 37 | -3
O=C(O)Cn1c(O)c(C=Nc2ccccc2)sc1=S | -9 | -3 | -4
NC(=O)c1ccccc1N=Cc1cc(Cl)cc(Cl)c1O | 11 | 1 | x
O=C(N=Nc1c(O)[nH]c2ccc(F)cc12)c1ccncc1 | -1 | -6 | x
CCc1c(C)nn(-c2ccc(C(=O)NC(C)(C)CC)cc2)c1C | -3 | -7 | -4
COc1ccccc1CCNc1nc2nonc2nc1NC1CC1 | -2 | -8 | x
COc1ccc(CCNC(=O)Cc2ccccc2OC(C)C)c(O)c1 | -2 | -3 | x
O=C(Nc1cccnc1)c1cc(-c2ccc(Cl)c(Cl)c2)nc2ccccc12 | 4 | -2 | -5
CC1(C(=O)NCc2ccccc2Br)CCN1C(=O)C1(c2ccc(Cl)cc2)CC1 (stereo not drawn) | -2 | 7 | -2
Cc1ccc(CN(CCc2ccccc2)C(=O)CN(C(=O)NC(C)(C)C)C(C)C)o1 | 0 | -6 | -3
O=C(COCc1ccccc1)NCc1ccc(-c2ncc(-c3ccc(F)cc3)[nH]2)cc1 | 2 | -6 | -9
O=C(NCCOc1ccc2nnc(-c3ccccc3)n2n1)Nc1cccc(C(F)(F)F)c1 | 0 | -7 | -7
Cc1nc(C)c(Cc2ccccc2F)c(N2CCN(C(=O)COCc3ccccc3)CC2)n1 | -6 | -2 | 0
CCc1nc2ccc(C(=O)Nc3cccc(OCC(=O)N(C)C)c3)cn2c1N(C)CCC(C)C | -6 | -4 | -2
COCCCN(CC(=O)N(CCc1c[nH]c2ccccc12)Cc1ccccc1)C(=O)c1cccc(Br)c1 | 10 | -2 | -2

Part of the list above, field by field.
> CC[C@@]1([C@@H]2O[C@@H]([C@H]3O[C@@](O)(CO)[C@H](C)C[C@@H]3C)C[C@@H]2C)CC[C@H]([C@]2(C)CC[C@]3(C[C@H](O)[C@@H](C)[C@@H]([C@@H](C)[C@@H](OC)[C@H](C)C(=O)O)O3)O2)O1
  NPYLR7 ag = -1
  hcGAS lum = -7
  mcGAS inh = -5

> Cc1cn2c3c(=O)n(CCc4ccccc4)c(=O)n(C)c3nc2n1Cc1ccccc1
  NPYLR7 ag = 0
  hcGAS lum = -8
  mcGAS inh = -9

> CCOCCCNC(N)=S
  NPYLR7 ag = 5
  hcGAS lum = -3
  mcGAS inh = x

From PubChem BioAssay
